# Compound activity from PubChem BioAssay.
# HEK293 tox = cytotoxicity counter-screen for GLP-1 receptor inverse agonists; HEK293 cAMP-luciferase reporter cells, luminescence, 24 h; Potency, µM (titrated, usually from 38.3 µM), without a hit: at the top dose activity change, negative = inhibition, hits mostly inhibitors; hit rate 0.13% among 410,000;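 further: loss of luciferase light is scored as toxicity; potency means the concentration at half of the fitted maximal effect; on the % scale 0 is the no-effect control and ±100 the full control effect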
#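 Compound-treated cells are incubated 24 hr at 37 deg C under 5% CO2 after a 12 hour attachment period, then luciferase detection reagent is added and luminescence is measured following 12 min at room temperature; lowered signal indicates toxicity.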
# PLK1 PBD inh = PLK1 (human) polo-box domain binding inhibition; hit rate 2.8% among 360,000; AID 720504; P53350; Potency, µM, for inactives: max response, negative = inhibition, hits mostly inhibitors; Plk1 PBD binding of FITC phosphopeptide, fluorescence polarization; further: potency means the concentration at half of the fitted maximal effect; series mostly up to about 57 µM; on the % scale 0 is the no-effect control and ±100 the full control effect; nearly all actives have a fitted effect of over 65% in size
# Target sequence (P53350 whole entry, looked up, the tested form may be a part): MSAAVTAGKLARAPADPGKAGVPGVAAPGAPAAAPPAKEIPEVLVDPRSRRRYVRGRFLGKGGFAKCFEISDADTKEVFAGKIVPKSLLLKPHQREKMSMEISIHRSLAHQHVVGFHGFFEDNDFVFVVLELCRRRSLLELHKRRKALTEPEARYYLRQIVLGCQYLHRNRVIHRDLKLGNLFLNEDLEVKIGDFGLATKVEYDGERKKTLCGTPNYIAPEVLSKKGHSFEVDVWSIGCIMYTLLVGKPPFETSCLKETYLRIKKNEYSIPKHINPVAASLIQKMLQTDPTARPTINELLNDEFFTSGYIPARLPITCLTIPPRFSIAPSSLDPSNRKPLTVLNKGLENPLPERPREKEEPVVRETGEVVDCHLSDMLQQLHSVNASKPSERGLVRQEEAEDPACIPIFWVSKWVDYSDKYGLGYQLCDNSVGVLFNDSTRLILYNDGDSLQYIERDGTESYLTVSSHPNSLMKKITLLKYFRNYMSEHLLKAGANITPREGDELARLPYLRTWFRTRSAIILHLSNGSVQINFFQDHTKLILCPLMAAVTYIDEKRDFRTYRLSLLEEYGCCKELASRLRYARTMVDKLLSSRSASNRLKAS
# GLP1R inv ag = inverse agonists of human GLP-1 receptor; P43220; HEK293 GLP-1R CRE-luciferase, luminescence, 24 h; GLP-1R form is constitutively active; Potency, µM (titrated, usually from 38.3 µM), inactives show top-dose activity change, negative = inhibition, actives largely listed as inhibitors; hit rate 1.6% among 410,000; further: potency means the concentration at half of the fitted maximal effect; on the % scale 0 is the no-effect control and ±100 the full control effect; nearly all actives have a fitted effect of over 55% in size
#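 GLP-1R inverse agonism mode: basal reporter luminescence in engineered HEK293 cells measured after one day of compound exposure at 37 deg C, with a 12 min room-temperature detection step.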
# IL-2 act = activators of IL-2; IL-2 activation reporter assay, cell-based qHTS; stimulated with anti-CD3/CD4/CD28 beads; in transgenic mouse T cells; activation, % (series mostly up to about 46 µM); hit rate 0.065% among 360,000; AID 652025; in the data active means activation above about 50%; inconclusive means mostly about 30% to 49%; further: 0% is about no effect
#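 Quantitative HTS in unstimulated transgenic mouse T cells, with memory T cells as non-tolerant control and PMA/ionomycin as tolerance-bypass control. Compound pretreatment lasted 60 minutes before 18 h bead stimulation; EGFP/DsRed fluorescence read.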
# DRD3 antagonist = blocks the human D3 dopamine receptor; hit rate 2.5% among 360,000; D3R cells, DiscoveRx beta-arrestin luminescence, antagonist mode; stronger effect = lower value; max response, negative = inhibition, %; P35462; in the data active means max response below about -50%; inconclusive means no clear call, values can overlap the other calls; further: on the % scale 0 is the no-effect control and ±100 the full control effect; mostly tested at two doses, the higher about 12 µM
# Target sequence (P35462 whole entry, looked up): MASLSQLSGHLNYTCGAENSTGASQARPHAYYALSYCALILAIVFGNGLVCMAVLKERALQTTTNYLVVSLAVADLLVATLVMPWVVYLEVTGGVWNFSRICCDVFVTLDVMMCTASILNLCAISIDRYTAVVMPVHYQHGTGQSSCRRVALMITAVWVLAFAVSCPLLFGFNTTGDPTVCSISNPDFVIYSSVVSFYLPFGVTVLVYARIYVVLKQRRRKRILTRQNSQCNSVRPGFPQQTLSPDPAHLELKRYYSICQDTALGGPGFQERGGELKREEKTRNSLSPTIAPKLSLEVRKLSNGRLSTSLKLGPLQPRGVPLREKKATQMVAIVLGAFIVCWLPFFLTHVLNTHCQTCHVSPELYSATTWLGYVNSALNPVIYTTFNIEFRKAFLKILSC
#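 Cells plated overnight at 1500 cells/well, then exposed to library compounds with dopamine controls for 90 minutes at 37 degrees C. DiscoveRx reagent added for 30–60 minutes at room temperature; luminescence read, quantitative HTS format.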
# PI5P4Ka inh = blocks human PI5P4K alpha kinase activity; P48426; PI5P4Kalpha enzyme, ADP-Glo luminescence, 60 min; stronger effect = lower value; max response, %; hit rate 1.2% among 330,000; active means max response of -50% or lower; inconclusive means between -30% and -50%; inactive means -30% or higher; further: value at the top dose of about 77 µM; on the % scale 0 is the no-effect control and ±100 the full control effect
#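 Compounds were pin-transferred onto PI5P4Kalpha and substrate in HEPES pH 7.4 buffer with EGTA, CHAPS and 5% DMSO. ATP (5 microM final) started the reaction, which ran 60 minutes at room temperature before ADP-Glo detection.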
# WRN helicase inh = blocks human WRN helicase | Q14191 | WRN helicase unwinding, fluorescent forked duplex, kinetic | Potency, µM (doses to about 114 µM), without a hit: at the highest dose activity change, negative = inhibition, hits mostly inhibitors | hit rate 0.46% among 360,000; further: potency means the concentration at half of the fitted maximal effect; on the % scale 0 is the no-effect control and ±100 the full control effect; nearly all actives have a fitted effect of over 55% in size
#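 Screening of the MLSMR collection measured strand separation of a quenched forked DNA duplex (100 nM) by 20 nM WRN with 2 mM ATP, all final. Compounds were preincubated with enzyme 15 min at room temperature.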
# DRD3 agonist = activates the human D3 dopamine receptor. P35462. D3R DiscoveRx beta-arrestin cells, luminescence, 90 min. max activation, %. hit rate 0.58% among 410,000; in the data active means max activation above about 30%; further: 0% is about no effect; mostly tested at two doses, the higher about 12 µM
#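 Agonist-mode cell screen: cells plated at 1500/well and incubated overnight at 37 °C, then exposed to library compounds for 90 min at 37 °C. Detection reagent was added for 30–60 min at room temperature, and luminescence was read.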
# GLP1R ag = activates the human GLP-1 receptor; P43220; HEK293 GLP-1R CRE-luciferase, luminescence, 4-6 h; cells express a hypersensitive GLP-1R form; Potency, µM (top dose mostly 45.6 µM), for inactives: at the highest dose activation, usual class: activators; hit rate 0.007% among 380,000; further: potency means the concentration at half of the fitted maximal effect; % of control where 0% means no effect
# Starred values were filed as active, the others as inactive; ? = inconclusive; . = no result given; & = joins results of further samples; [ ] = another dose, or the depositor's remark. Unless noted, the call rests on the fitted dose curve; in most records, active means well fitted curve in the direction sought with a large enough effect; inconclusive means small, poorly fitted or top-dose-only effect, or another doubt; inactive means no such curve, though single readings can be large; an effect the other way counts as inactive or inconclusive.
# Preview (nine entries):
SMILES,HEK293 tox,PLK1 PBD inh,GLP1R inv ag,IL-2 act,DRD3 antagonist,PI5P4Ka inh,WRN helicase inh,DRD3 agonist,GLP1R ag
Cc1oc2c(CN3CCCCC3)c(O)ccc2c(=O)c1-c1ccc(Cl)cc1,6%,-2%,0%,0.4,7,2,-7%,-5,9%
CC1=NN(C(=S)Nc2ccccc2)C(C)(C)C1,11%,-12%,-2%,-3.1,-20,-4,-1%,-4,9%
Cc1ccc(NC(=O)COC(=O)Cn2cnc3c2c(=O)n(C)c(=O)n3C)cc1Cl,-4%,-5%,4%,-3.0,-17,-10,4%,4,-1%
COc1ccc(-c2nc(CN(Cc3cnn(C)c3)C(C)C)c(C)o2)c(OC)c1,2%,5%,1%,2.0,2,-6,0%,-7,3%
O=C(C(F)C(F)(F)F)N1CCN(c2ccccc2)CC1 (configuration not stated),3%,-7%,4%,-0.9,-10,.,0%,-20,-1%
COc1cccc(NC(=O)CCNS(=O)(=O)c2ccc3c(c2)CC(C)N3C(=O)C2CC2)c1 (configuration not stated),-7%,-5%,-7%,1.2,17,0,-6%,5,-2%
O=C(COc1ccccc1Cl)NC(=S)N1CCc2ccccc21,9%,-2%,-26%,4.9,5,.,-20%,-6,-5%
CC(=O)C1=C(C)NC(SCC(=O)c2ccc(F)cc2)=C(C#N)C1CC(C)C (configuration not stated),128%[activator],?,?,-1.7,-2,-57*,-20%,0,-2%
Nc1nc(C2CCCN2S(=O)(=O)c2ccc(Cl)cc2)cs1 (configuration not stated),-2%,-5%,-3%,2.5,16,0,-3%,3,9%

# The whole of this part (from the top)
SMILES,HEK293 tox,PLK1 PBD inh,GLP1R inv ag,IL-2 act,DRD3 antagonist,PI5P4Ka inh,WRN helicase inh,DRD3 agonist,GLP1R ag
Cc1oc2c(CN3CCCCC3)c(O)ccc2c(=O)c1-c1ccc(Cl)cc1,6%,-2%,0%,0.4,7,2,-7%,-5,9%
CC1=NN(C(=S)Nc2ccccc2)C(C)(C)C1,11%,-12%,-2%,-3.1,-20,-4,-1%,-4,9%
Cc1ccc(NC(=O)COC(=O)Cn2cnc3c2c(=O)n(C)c(=O)n3C)cc1Cl,-4%,-5%,4%,-3.0,-17,-10,4%,4,-1%
COc1ccc(-c2nc(CN(Cc3cnn(C)c3)C(C)C)c(C)o2)c(OC)c1,2%,5%,1%,2.0,2,-6,0%,-7,3%
O=C(C(F)C(F)(F)F)N1CCN(c2ccccc2)CC1 (configuration not stated),3%,-7%,4%,-0.9,-10,.,0%,-20,-1%
COc1cccc(NC(=O)CCNS(=O)(=O)c2ccc3c(c2)CC(C)N3C(=O)C2CC2)c1 (configuration not stated),-7%,-5%,-7%,1.2,17,0,-6%,5,-2%
O=C(COc1ccccc1Cl)NC(=S)N1CCc2ccccc21,9%,-2%,-26%,4.9,5,.,-20%,-6,-5%
CC(=O)C1=C(C)NC(SCC(=O)c2ccc(F)cc2)=C(C#N)C1CC(C)C (configuration not stated),128%[activator],?,?,-1.7,-2,-57*,-20%,0,-2%
Nc1nc(C2CCCN2S(=O)(=O)c2ccc(Cl)cc2)cs1 (configuration not stated),-2%,-5%,-3%,2.5,16,0,-3%,3,9%
CCC(CC)C(=O)Nc1c(C(=O)N2CCN(c3ccccc3)CC2)oc2ccccc12,-11%&6%,1%,?,-1.2,-7,7,-13%,-5&-7,-1%
CC(=O)Nc1cc(-c2cccc(F)c2)cn2c(-c3ccc(S(C)(=O)=O)cc3)cnc12,-2%,-14%,-3%,0.5,1,-13,2%,5,21%
O=C(O)C1CCN(S(=O)(=O)c2ccc3c(c2)OCCCO3)CC1,7%,-7%,3%,-2.0,-28,0,0%[57.1 µM],-15,-3%
Cc1cc2nc(-c3cc(N4CCOCC4)ccc3[N+](=O)[O-])ccn2n1,-14%,-7%,4%,6.9,-16,-7,-8%,1,13%
CCN(C(=O)CSc1nnc(-c2ccccc2)n1C)C1CCS(=O)(=O)C1 (configuration not stated),-13%,1%,11%,-0.3,-4,0,2%,0,-1%
CC1CCCCN1C(=O)COc1ccccc1F (configuration not stated),8%,27µM*,2%,0.1,18,-24,1%,1,0%
Cc1ccc2nc(-c3ccccn3)c(NC3CCCC3)n2c1,?,-14%,?,-0.6,0,-8,-2%,-17,12%
CCOC(=O)C1=C[C@@H](C(C)(C)C)N(S(=O)(=O)c2ccc(C)cc2)[C@H]1c1cccc(Cl)c1,3%,1%,?,0.6,0,2,-10%,3,-4%
CCN(CC)C(=O)C1CCCN(Cc2cccc(F)c2)C1 (configuration not stated),-3%,0%,6%,0.4,15,.,4%,-6,-9%
COc1ccc(S(=O)(=O)NCCC(=O)Nc2ccc(C)cc2)cc1,8%,1%,?,0.2,-14,-5,-2%,-5,-1%
CC(=O)c1cccc(OCC(O)CN2CCN(C(=O)c3ccco3)CC2)c1 (configuration not stated),3%,2%,2%,1.4,-8,0,-4%[57.1 µM],14,2%
O=c1cc(O)nc(SCc2ccccc2)n1-c1ccccc1,-41%&-15%,-6%&-7%,12%&-11%,-0.9&2.0,26&12,-21,-16%&-15%,4&7,-4%&-1%
Cc1cc(NS(=O)(=O)c2ccc(NC(=S)NC(=O)c3ccc(F)cc3Cl)cc2)no1,4%,-6%,1%,-1.5,19,6,-4%,-4,1%
CCCCNC(=O)C1c2ccccc2OCC(=O)N1CC(F)(F)F (configuration not stated),18%,-13%,15%,1.5,-6,0,-12%,-1,0%
Cc1cc(CN(C)C(=O)C2CCC(=O)N(CCc3ccccc3)C2)n[nH]1 (configuration not stated),0%,1%,6%,-2.5,1,2,-8%,5,-4%
CCOC(=O)Cc1csc(NC(=O)Nc2cccc(OC)c2)n1,14%,4%,-22%,-0.7,23,3,2%,-6,11%
COc1ccc(CCn2c(C3CCCCC3)nc3c(c(=O)c4ccccc4n3C)c2=O)cc1,5µM*,-6%,?,-0.8,-1,-12,-7%,-10,8%
CCc1ccc(Nc2ncccc2C#N)cc1,7%,-5%,-16%,-3.4,11,-1,8%,-1,21%
COc1cc(-c2nnc3sc(-c4cccs4)nn23)cc(OC)c1OC,-1%,-17%,0%,-0.9,26,.,-5%,7,17%
COc1ccc(CCNC(=O)C(C)n2nc(C)n3c(cc4occc43)c2=O)cc1OC (configuration not stated),-3%,-3%,16%,1.1,2,8,-4%,4,8%
CCN1C(=O)c2cccc3c(Cl)ccc(c23)C1=O,-9%[0.307 µM],-11%,16%[0.307 µM],11,-7,2,-4%,-8,-4%
CCOC(=O)c1c(C)nc2cc(C)cc(C)n12,?,2%,21%,0.9,4,1,1%,4,10%
COc1ccc(CC2(C)OC(c3ccc(Cl)cc3)=NN2C(C)=O)cc1 (configuration not stated),0%,-1%,?,-3.9,32,11,-11%,-10,10%
CCCCn1c(N)c(N(CC(C)C)C(=O)c2cccc(S(=O)(=O)N3CCCCCC3)c2)c(=O)[nH]c1=O,5%,-20%,-7%,-2.4,-6,5,5%,0,-1%
COc1ccc(NC(=O)CCNS(=O)(=O)c2cccc3nonc23)c(OC)c1,0%&-8%,-6%,-14%&12%,-0.2,-19,0,-5%,1&4,5%&-1%
O=C(Nc1nnc(C2CC2)s1)C1CCCCC1,5%,-7%,3%,0.1,-1,-2,3%,-4,4%
CCN(c1ccccc1)S(=O)(=O)c1ccc(Cl)c(NC(=O)COC(=O)c2ccc(Cl)c(N)c2)c1,-28%,-5%,?,1.1,1,1,-4%,1,-6%
Cc1c(N=Cc2ccc(Br)s2)cccc1[N+](=O)[O-],15%,1%,20%,-0.1,7,.,-3%,19,9%
CC(=O)N1CCc2cc(S(=O)(=O)NCCC(=O)Nc3cc(C)cc(C)c3)ccc21,-9%,-11%,4%,-1.9,-25,-6,-4%,1,0%
Cc1ccc(C(=O)Nc2ccc3cn[nH]c3c2)cc1S(=O)(=O)N1CCOCC1,7%,-1%,6%,0.6,38,-7,2%,11,10%
O=C(O)c1cccc(-c2ccc3c(c2)OCO3)c1,2%,-1%,3%,0.9,-10,-2,4%,2,-4%
CC(C)COc1cccc(C(=O)N(C)CC(=O)Nc2cccc3ccccc23)c1,3%,5%,?,-1.1,-5,1,-15%,-2,-1%
CCCN(CC(=O)Nc1ccccc1C)C(=O)c1ccc(-c2ccc(C(C)=O)cc2)o1,6%,-13%,4%,-5.2,-2,-4,6%,-8,10%
CN1CCN(S(=O)(=O)c2ccc(NC(=O)COc3ccccc3)cc2)CC1,27%,-10%,16%,2.3,-15,5,1%,3,-4%
COc1ccc(-c2[nH]ncc2/C=N\NC(=O)c2ccc(Br)o2)cc1OC,-1%,-10%,46%[activator],-3.8,-11,-20,?,-9,10%
COc1cc2c(cc1NC(=O)C(c1ccccc1)c1ccccc1)CCCC2,-4%,0%,2.8µM*,-0.2,-1,2,0%,7,-6%
O=C(Cc1ccc(Cl)cc1)Nc1ccc(SC(F)F)cc1,-4%,0%,?,-0.4,7,2,-11%,2,-3%
CN(Cc1ccccn1)C(=O)CC1C(=O)NCCN1Cc1ccc(F)cc1Cl (configuration not stated),-11%,-21%,12%,-0.1,-17,-1,-5%,-14,0%
O=c1cc(NCc2ccco2)[nH]c(=O)n1-c1ccc(Br)cc1,11%,-18%,23%,-2.3,-17,.,-9%[11.6 µM],-1,-1%
O=C(COC(=O)/C=C/c1ccc(C(F)(F)F)cc1)Nc1ccc2[nH]c(=O)[nH]c2c1,-1%,-4%,10%,-3.9,-12,-5,11%,-13,-31%[inhibitor]
